HTR2A ag: mouse HTR2A agonism via beta-arrestin recruitment. P35363. CHO-K1 mHTR2A beta-arrestin complementation, luminescence; percent of 30 µM serotonin response. activation, % at 7.6 µM. 360,000 tested, 0.66% active;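 active means activation above a run cutoff, the mean activation of all tested compounds plus 3 SD, cut at about 14% in these data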;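 further: 0% = plate median of compound wells and 100% = 30 µM serotonin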
Target sequence (P35363 whole entry, looked up): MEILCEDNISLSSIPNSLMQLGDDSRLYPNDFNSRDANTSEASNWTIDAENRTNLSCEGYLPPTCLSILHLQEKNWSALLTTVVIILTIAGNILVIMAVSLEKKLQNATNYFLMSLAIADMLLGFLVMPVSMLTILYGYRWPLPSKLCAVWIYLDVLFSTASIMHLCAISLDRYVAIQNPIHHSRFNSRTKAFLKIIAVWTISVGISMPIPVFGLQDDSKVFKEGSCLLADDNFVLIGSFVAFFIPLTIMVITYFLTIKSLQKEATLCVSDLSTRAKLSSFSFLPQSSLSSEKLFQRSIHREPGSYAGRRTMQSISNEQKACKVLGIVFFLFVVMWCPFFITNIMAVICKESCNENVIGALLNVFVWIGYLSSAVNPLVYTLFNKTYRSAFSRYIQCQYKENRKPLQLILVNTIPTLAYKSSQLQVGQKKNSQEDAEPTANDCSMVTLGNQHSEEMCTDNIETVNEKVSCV
NR2E3 ag-1: agonists of human NR2E3 nuclear receptor. CHO-S Gal4-NCOR/VP16-NR2E3 two-hybrid, luciferase. inhibition of corepressor binding, % at 3.98 µM. Q9Y5X4. AID 602229. 360,000 tested, 0.35% active;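 active means inhibition above the mean of all tested compounds plus 3 SD, cut at about 70% in these data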;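 further: 0% = DMSO with NR2E3 transfected cells and 100% = cells lacking NR2E3 construct; higher means lower luciferase signal from less NR2E3 corepressor binding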
Target sequence (Q9Y5X4 whole entry, looked up, the tested form may be a part): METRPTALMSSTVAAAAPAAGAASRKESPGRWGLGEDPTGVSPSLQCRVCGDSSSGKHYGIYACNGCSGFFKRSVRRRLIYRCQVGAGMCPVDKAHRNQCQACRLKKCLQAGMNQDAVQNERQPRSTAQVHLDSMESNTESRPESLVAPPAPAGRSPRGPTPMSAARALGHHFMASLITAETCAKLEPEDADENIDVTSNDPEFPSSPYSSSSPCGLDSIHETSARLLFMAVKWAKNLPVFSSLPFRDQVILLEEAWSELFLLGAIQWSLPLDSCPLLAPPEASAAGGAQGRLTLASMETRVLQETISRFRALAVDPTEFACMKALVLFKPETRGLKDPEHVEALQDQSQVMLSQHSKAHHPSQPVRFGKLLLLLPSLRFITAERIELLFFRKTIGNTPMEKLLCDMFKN
NR2E3 ag-2: NR2E3 (human) agonism; inhibition of corepressor binding, % at 4.78 µM; AID 2300; Q9Y5X4; GST-NR2E3/biotin-RetCOR TR-FRET, 1536-well; 320,000 tested, 0.12% active;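 active means percent inhibition above the cutoff of mean plus 3 SD of all tested compounds, set per screening campaign, cut at about 20% in these data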;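 further: 0% = DMSO wells and 100% = biotin wells as full block of FRET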
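Test system – NR2E3–RetCOR corepressor complex · Quantity – NR2E3 fusion 1.35 nM · Buffer or medium – Tris pH 7.5 · Incubation – Compound–protein incubation for 5 h at 4 °C · Technique – TR-FRET, Eu(K)-anti-GST donor, streptavidin-D2 acceptor, ex 340, em 617/671 nm · Evaluation – percent inhibition of 671/617 nm emission ratio versus biotin and DMSO controls · Plate – 1536-well format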
TRPM1 prom inh: MITF TRPM1 promoter inhibition in SK-MEL-5 cells. SK-MEL-5 TRPM1 promoter luciferase, 24 h. inhibition, % at 12.5 µM. 330,000 tested, 0.83% active;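 active means mean inhibition across replicates of 60% or more, whatever share of single replicates reaches that level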; further: values of inactives mirror those of a sister screen read the other way
PDI turbidity: blocks human protein disulfide isomerase activity; P07237; PDI insulin aggregation turbidity, A650, 90 min; inhibition, % at 10 µM; 350,000 tested, 0.052% active; AID 588391;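 active means mean inhibition across replicates of 30% or more, whatever share of single replicates reach that level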;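 further: absorbance from insulin aggregation driven by PDI reduction with DTT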
CaV13 FRET inh: Disruptors of the CACNA1D IQ motif to Ca2+-dependent inactivation inhibitor domain association, primary screening, Förster resonance energy transfer in intact living … | HEK cells, CFP/YFP FRET ICDI-IQ, plate reader, 10 min; percent FRET-ratio fall versus neutral wells | inhibition, % at 12.3 µM | 340,000 tested, 0.098% active | AID 743397;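 active means mean replicate inhibition of at least 30% and at least 1% of replicates passing that level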;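 further: 0% = median of the neutral control wells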
HIF-2a inh: inhibitors of HIF-2a; 786-0 RCC cells HIF-2a reporter, luciferase luminescence, overnight; inhibition, % at 18.8 µM; 360,000 tested, 0.72% active; AID 624352;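 active means inhibition of the luminescence signal of 40% or more relative to plate controls, in a single-dose primary screen at 18.75 µM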
Shn3 inh set2: inhibitors of Schnurri-3 3'UTR reporter in osteoblasts; Clone20 osteoblast Shn3 3'UTR firefly luciferase, 24 h; inhibition, % at 12.5 µM; 360,000 tested, 0.52% active; AID 588674;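 active means mean inhibition of at least 75% with every replicate also reaching 75%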;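 further: 0% = median of neutral control wells and 100% = pilot-screen positive control compound; some compounds past the cut are filed as inactive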
Peg3 promoter: reduces Peg3 promoter-driven luciferase expression in HeLa; HeLa PEG-Prom luciferase reporter, luminescence, overnight; inhibition, % at 20 µM; 360,000 tested, 1.7% active;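 active means inhibition of at least 50% at 20 µM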
hiPSC survival: enhancers of human iPSC single-cell survival; 360,000 tested, 0.044% active; AID 602274; survival enhancement, % at 20 µM; hiPSC single-cell survival, ATPlite luminescence; 100% = ROCK inhibitor wells, 0% = DMSO; in the data active means survival enhancement above about 18%;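 further: cells exposed to compounds for 16 hours before the ATP read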
Cardio protect: myocardial damage modulation in H9c2 cells; 360,000 tested, 0.63% active; H9c2 cardiomyocytes, H2O2 injury protection, ATPLite, 2 h; protection from H2O2 cell death, % at 20 µM; AID 588492;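 active means compounds giving at least 50% protection of heart cells from peroxide-induced death in the single-dose screen, raw or plate-pattern-corrected value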;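 further: 0% = DMSO wells with peroxide and 100% = DMSO wells without peroxide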
Numbers without * were called inactive; · = not tested or not shown.

SMILES	HTR2A ag	NR2E3 ag-1	NR2E3 ag-2	TRPM1 prom inh	PDI turbidity	CaV13 FRET inh	HIF-2a inh	Shn3 inh set2	Peg3 promoter	hiPSC survival	Cardio protect
C=CCN(C(=O)Cn1ncc2c1-c1cc(C)ccc1OC2)c1ccccc1	-3	7	0	3	·	-1	8	2	23	3.1	11
CC(=O)c1cccc(NC(=S)N2CCN(c3ccccn3)CC2)c1	-1	-2	2	2	21	-2	-12	2	2	0.8	-2
O=C1c2ccccc2C(=O)C1c1ccncc1	-4	-134	-3	-3	-3	·	-60	22	-107	-3.8	-31
CCC1(CC)NC(=S)N(Nc2ccccc2)C1=O	-4	-11	4	2	-3	-4	7	-14	14	-1.6	8
CCCC(=O)NC(c1cccc([N+](=O)[O-])c1)c1ccc2cccnc2c1O (configuration not stated)	-2	-17	·	·	4	-5	13	87*	58*	-2.9	46
Cc1cc(Cl)ccc1NC(=S)NCc1ccccc1	-5	8	0	6	-6	-4	9	3	-2	-2.9	-1
COc1ccc(CCNC(=O)c2ccc3c(=O)n(Cc4ccco4)c(=S)[nH]c3c2)cc1OC	-2	4	2	5	3	-4	22	15	12	0.4	1
COc1ccc(N2CCN(c3oc(COc4ccc(Cl)cc4)nc3C#N)CC2)cc1	2	-12	4	-16	-6	·	-24	10	-25	8.8	-10
CN(C)S(=O)(=O)Nc1ccccc1F	3	4	0	-1	-2	·	21	7	21	-0.9	11
O=C(Nc1ccccc1)c1cccc(-c2nnc(-c3ccccc3)o2)c1	-1	-93	0	-19	3	·	-39	-10	-30	-1.0	0
Cc1ccc(C(=O)NC(O)C(Cl)Cl)cc1 (configuration not stated)	3	-5	-1	5	16	-11	10	-24	9	-0.3	2
OCC[C@@H]1C[C@@H](O)[C@H](O)[C@@]2(CCCc3ccccc3O2)O1	6	3	1	4	25	-5	4	-12	-5	-4.5	-5
Fc1ccccc1N1CCN(C(c2ccccn2)c2nnnn2C2CCCCC2)CC1 (configuration not stated)	-4	-13	1	-10	4	-5	6	2	16	1.2	-2
CCOC(=O)C1CCN(Cc2cc(=O)oc3cc(C)c(Cl)cc23)CC1	3	-22	2	4	-3	-22	19	-11	-4	1.9	3
CC(C)(C)c1ccc(-c2n[nH]c(=S)n2C2CCCC2)cc1	2	65	-1	4	-2	-8	13	20	13	-1.5	-18
COC(=O)C(C)N(C(=O)c1cccc(Cl)c1)c1c(C)cccc1C (configuration not stated)	-1	-27	0	12	3	·	17	25	19	-1.4	0
C#CC1(NC(=O)N(C)C)CCCCC1	2	7	1	5	-9	-1	15	0	-16	1.1	5
C/C(=C\C(=O)c1ccc(Br)cc1)NCc1ccccc1	1	-62	-2	-43	13	-2	-210	-32	-215	1.1	-16
CC1(C)Cc2c(cnn2-c2cccc(F)c2)C(NC(=O)CSc2ccncc2)C1 (configuration not stated)	-1	0	2	-10	-3	-7	-19	22	2	-0.5	-4
CCC(C)(C)n1nnnc1C(c1ccc(F)cc1)N1CCC(C(N)=O)CC1 (configuration not stated)	-1	-5	5	-4	3	-4	4	-2	13	-0.5	-2
CSc1ccccc1NC(=O)CN(C)Cc1c(O)ccc2ccccc12	-2	-15	2	·	16	-7	24	-5	11	-0.7	-7
CCN(CC)C(=O)C1=C(C)N(CCCOC)C(=O)C(CC(=O)NC(c2ccccc2)c2ccccc2)C1 (configuration not stated)	2	-19	·	·	-3	-6	5	14	-11	3.4	8
Cc1ccc(OCCCCc2c(C)n[nH]c2C)cc1	1	3	4	-3	6	-19	-34	-2	-26	-0.3	-14
CCCOc1ccc(/C(O)=C2/C(=O)C(=O)N(c3ccccn3)C2c2ccc(OC)cc2)cc1C (configuration not stated)	-3	-17	8	6	5	-9	-2	2	-6	-0.6	-4
Cn1c(NC(=O)c2ccccc2)c(-c2cccs2)c(=O)c2ccccc21	9	-18	1	11	2	-6	-16	1	23	1.0	1
Next section.
SMILES	HTR2A ag	NR2E3 ag-1	NR2E3 ag-2	TRPM1 prom inh	PDI turbidity	CaV13 FRET inh	HIF-2a inh	Shn3 inh set2	Peg3 promoter	hiPSC survival	Cardio protect
CN(C(=O)c1ccccc1Cl)C1CCCCC1	-4	-21	3	-3	0	-5	-9	-7	-13	-2.2	4
Nc1ccc2oc(CCc3ccccc3)nc2c1	-4	-107	2	-69	-14	·	-208	-75	-309	-0.4	-9
CCn1cc([N+](=O)[O-])c(C(=O)N2N=C3/C(=C/c4cccs4)CCCC3C2c2cccs2)n1 (configuration not stated)	-6	-5	2	8	5	-6	24	14	25	-1.2	-5
Cc1ccc2c(c1)N(C(=O)CCC(=O)NCc1ccccn1)CC(C)O2 (configuration not stated)	0	-22	3	·	·	-7	8	8	10	0.8	2
COc1ccc2[nH]c3c(c2c1)CCN1C(=O)C(CC(=O)NCCN2CCOCC2)C[C@H](C(=O)N2CCCCC2)[C@@]31C (some centres not stated)	7	-9	·	-13	1	-5	-13	22	-3	-0.5	0
CC(NC(=O)C1CCC(CNc2c(N3CCOCC3)c(=O)c2=O)CC1)c1ccccc1 (configuration not stated)	-2	-5	0	-1	-1	-5	15	-7	3	0.3	0
COc1ccc(C(=O)COC(=O)[C@H](C)NS(=O)(=O)c2ccc(NC(C)=O)cc2)cc1OC	-3	4	·	-2	-10	-6	-7	-2	2	-0.1	10
O=C(O)c1cccc(N2C(=O)/C(=C/c3ccc([N+](=O)[O-])cc3)C=C2c2ccccc2)c1	-2	-29	2	10	7	-4	57*	-2	53*	-0.4	-8
O=C(Nc1ccc(NC(=S)NC(=O)c2ccco2)cc1)c1ccc(Br)cc1	-3	7	·	·	-8	-5	57*	14	12	-3.9	-1
COc1ccc2c(/C=N/Nc3ccc(C(=O)O)cc3)c[nH]c2c1	-7	-37	-9	-19	-2	-22	-143	-44	-184	-0.8	-1
CC(=O)c1ccc(NC(=O)C(C)N(C)CC(=O)Nc2ccc(N3CCOCC3)cc2)cc1 (configuration not stated)	1	-12	-2	8	8	2	5	-12	2	0.2	-2
Cc1onc(-c2ccccc2)c1C(=O)N1CCN(c2ccccn2)CC1	3	-28	-1	-1	1	·	12	0	19	-0.2	3
CCOC(=O)Cc1csc(NC(=O)CSc2cc(Cl)ccc2Cl)n1	6	-3	0	3	11	-3	-13	-12	14	-0.9	1
COc1ccc(C(=O)NCC(c2ccco2)N2CCc3ccccc32)cc1 (configuration not stated)	3	9	2	37	2	-7	20	19	-5	0.1	-4
O=C(CCNS(=O)(=O)c1cccc2nsnc12)N1CCN(c2ccccn2)CC1	1	-4	-2	3	-4	·	16	-1	-8	5.0	7
O=C(NC(Nc1ccccn1)C(Cl)(Cl)Cl)c1ccccc1 (configuration not stated)	-1	-13	-1	28	2	-3	19	24	2	-2.5	-7
Cc1ccc(C)c(-n2c(CNc3ccc(F)cc3)nnc2SCC(N)=O)c1	18*	11	0	9	-2	-10	-10	3	-1	1.3	1
COc1ccc(C2C(C(C)=O)=C(C)N=c3s/c(=C\c4ccco4)c(=O)n32)c(OC)c1 (configuration not stated)	-2	8	1	-12	-2	-6	4	3	15	2.9	16
COCCOC1CCN(C(=O)c2cc(COc3ccc(F)cc3F)on2)CC1	1	-9	1	-11	-2	-6	-18	-1	-4	-0.4	-6
CC(C)(CO)NS(=O)(=O)c1ccc2c(c1)oc(=O)c1cc(S(=O)(=O)NC(C)(C)CO)ccc12	1	-26	1	-1	-2	-6	10	-1	2	-0.5	6
Cc1cc(C(=O)COC(=O)CC2Sc3ccccc3NC2=O)c(C)n1-c1ccccc1 (configuration not stated)	-2	-7	6	1	6	3	-83	1	-95	-3.2	-5
COc1ccc(/C=N/NC(=O)c2cc(-c3ccc4c(c3)OCO4)n[nH]2)cc1OC	-2	-37	-3	-10	-5	·	-17	-63	-10	1.0	65*
CC1(C)Cc2c(c(-c3ccco3)nc3sc4c(NCCO)ncnc4c23)CO1	0	14	0	-15	0	-4	34	19	27	-0.7	9
CC(C)(O)C#Cc1ccc(C(=O)N2CCC(C(N)=O)(N3CCCCC3)CC2)cc1	0	-21	2	14	5	-4	8	0	10	-0.1	-2
CC(=O)Nc1ccc(SCC(=O)NC(=O)c2ccc(S(=O)(=O)N(C)C)cc2)cc1	-9	-2	·	8	-7	-6	3	-11	-10	0.1	-3
The results go on:
SMILES	HTR2A ag	NR2E3 ag-1	NR2E3 ag-2	TRPM1 prom inh	PDI turbidity	CaV13 FRET inh	HIF-2a inh	Shn3 inh set2	Peg3 promoter	hiPSC survival	Cardio protect
CC1CCN(C(=O)c2ccc(-n3cnnn3)cc2)CC1	-1	-5	0	-7	-9	·	4	6	3	-2.5	-3
CN(C)/C=C1/NC(=S)NC1=O	0	-24	-2	-10	12	-2	17	-12	4	-0.6	5
N#Cc1c(C(F)(F)F)cc(-c2ccc(F)cc2)nc1SCC(=O)O	-5	2	-1	15	4	-2	20	2	8	0.4	0
Cc1cc(SC(C)C(=O)Nc2c(C)n(C)n(-c3ccccc3)c2=O)nc2ccccc12 (configuration not stated)	-1	-9	-2	5	2	·	6	1	17	2.4	-2
CC(C)CC(=O)Nc1cc(NC(=O)CC(C)C)cc(C(=O)NC(C)(C)C)c1	4	1	0	-6	-5	0	8	-2	11	1.5	1
Cn1cccc1Cc1nnc(SCC(=O)NC2CCCCC2)n1CCc1ccccc1	-2	3	-2	·	·	-2	-8	13	17	-0.5	9
CCC(C)(C)n1nnnc1C(c1ccc(C)cc1)N1CCC(C)CC1 (configuration not stated)	1	-2	2	-11	-4	-3	-1	3	15	6.8	-9
CCc1cc2c(CN3CCN(Cc4ccccc4)CC3)cc(=O)oc2cc1O	-4	-22	·	-19	21	-4	17	-5	10	-0.1	-1
CC(C)NC(=O)c1cccc2c(-c3ccc(F)c(F)c3)coc12	3	-101	·	·	-2	-11	-130	-8	-71	1.5	-3
O=C(Cn1nc(Cc2ccncc2)c2ccccc2c1=O)N1CCN(C(=O)c2ccco2)CC1	6	13	-2	3	·	-1	5	-3	21	0.0	-2
CCCc1ccc(S(=O)(=O)Nc2ccc(C)c(NS(C)(=O)=O)c2)cc1	-4	2	2	6	-3	-12	24	5	18	-0.6	1
CCN(CC(=O)Nc1cc(Cl)ccc1C)C(=O)Cc1sc(C)nc1-c1ccc(F)cc1	-14	5	5	5	1	-2	20	-44	15	0.3	1
O=C1c2c(O)cc(O)cc2O[C@H](c2ccc(O)cc2)[C@H]1O	-6	-26	-5	2	·	·	4	-5	-5	1.3	1
COc1ccc(NC(=O)N(C)C[C@@H]2Oc3cc(C#CCN(C)C)ccc3S(=O)(=O)N([C@H](C)CO)C[C@H]2C)cc1	0	17	·	·	1	-10	-4	-6	10	4.6	6

Source: PubChem (several laboratories)
